FID counter = fluorescent intercalator displacement, NS3 helicase counter-screen | DNA fluorescent intercalator displacement, fluorescence | 290,000 tested, 0.17% active | inhibition, % at 7.9 µM | AID 1845; in the data active means inhibition above about 37%;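 further: 0% = vehicle and 100% = reference compound; higher means more ethidium bromide displaced from hairpin DNA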
MEKK3 PB1 HTS = MEKK3-MEK5 PB1 interaction, increase or decrease | Q99759 | bead-based flow cytometry, Alexa488-MEK5 binding to MEKK3; actives lie on both sides; 0 = blocked by unlabeled MEK5, 100 = vehicle | binding response (% of control), % at 10 µM | 290,000 tested, 1.4% active | AID 1529;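 active means binding response more than 3 SD above or below the average of its plate-row segment, actives on both sides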;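 further: Alexa488 bead fluorescence after subtracting the streptavidin-only scavenger bead signal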
Target sequence (Q99759 whole entry, looked up): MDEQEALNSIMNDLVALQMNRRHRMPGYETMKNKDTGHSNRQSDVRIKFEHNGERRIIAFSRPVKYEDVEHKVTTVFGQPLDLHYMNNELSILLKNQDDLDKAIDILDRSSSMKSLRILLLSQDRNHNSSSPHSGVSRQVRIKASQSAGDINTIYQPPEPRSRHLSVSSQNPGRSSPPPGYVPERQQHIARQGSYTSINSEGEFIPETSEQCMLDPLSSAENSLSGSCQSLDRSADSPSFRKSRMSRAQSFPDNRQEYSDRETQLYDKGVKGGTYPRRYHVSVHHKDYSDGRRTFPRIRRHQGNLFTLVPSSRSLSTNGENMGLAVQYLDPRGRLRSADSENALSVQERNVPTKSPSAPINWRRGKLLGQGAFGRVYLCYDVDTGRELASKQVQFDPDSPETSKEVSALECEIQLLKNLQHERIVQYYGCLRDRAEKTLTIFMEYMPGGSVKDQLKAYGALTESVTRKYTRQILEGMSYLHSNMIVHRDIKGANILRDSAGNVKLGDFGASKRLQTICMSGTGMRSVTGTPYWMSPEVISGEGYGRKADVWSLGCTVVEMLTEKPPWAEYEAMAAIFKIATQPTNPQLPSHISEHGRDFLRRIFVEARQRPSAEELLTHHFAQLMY
SUMO HTRF inh = inhibitors of human SUMOylation (UBC9) | 290,000 tested, 0.36% active | inhibition, % at 35 µM | HTRF SUMOylation assay, SAE1/SAE2 + UBC9, in vitro | AID 2006 | P63279; in the data active means inhibition above about 50%, passing the limit was not always enough; further: strong numbers were not always called active
Target sequence (P63279 whole entry, looked up): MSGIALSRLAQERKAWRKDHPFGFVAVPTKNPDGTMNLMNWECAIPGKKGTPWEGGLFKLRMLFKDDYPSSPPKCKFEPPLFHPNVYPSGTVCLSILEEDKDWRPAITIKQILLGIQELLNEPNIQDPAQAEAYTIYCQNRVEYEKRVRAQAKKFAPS
CRFR2-BP antag = CRF-BP/CRF-R2 complex antagonism; inhibition, % at 11.8 µM; HEK293 CRF-R2/CRF-BP, CRF-induced calcium fluorescence; 350,000 tested, 0.59% active; AID 588475;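 active means inhibition of the ligand-induced calcium signal above about 50% at the single tested concentration, limit read from the data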
CRFBP-R2 agonist = agonists of human CRF-binding protein/CRF-R2 receptor complex | HEK293 CRF-R2/CRF-BP, calcium dye fluorescence (FLIPR); percent of saturating CRF peptide response | activation, % at 13.2 µM | 350,000 tested, 0.46% active | AID 588473;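 active means activation of at least 50%, plus an integration ratio under a set limit after plate pattern correction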;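 further: plate controls were neutral control wells without compound for no effect and CRF at EC100 for full effect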
MEKK2wt PB1 HTS = raises or lowers MEK5 binding to wildtype human MEKK2 PB1 domain. binding response (% of control), % at 10 µM. 290,000 tested, 1.1% active. bead flow cytometry, Alexa488-MEK5 binding to MEKK2 WT; actives lie on both sides. Q9Y2U5; in the data active means binding response below about 67% or above about 130%
HCV NS3 hel inh = inhibitors of Hepatitis C virus NS3 helicase; NS3 helicase DNA unwinding, Cy5 molecular beacon fluorescence; inhibition, % at 10.9 µM; 290,000 tested, 0.56% active; AID 1800;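 active means inhibition above the mean of all tested compounds plus 3 SD, set per campaign, cut at about 35% in these data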;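 further: 0% = DMSO wells and 100% = thioflavine S control wells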
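System: HCV NS3 helicase fragment; control set: DMSO and thioflavine S; technique: Cy5 fluorescence at 0 and 60 min, beacon hairpin quenching; reagent: beacon DNA duplex substrate plus ATP; replicates: singlicate; schedule: 1 h reaction at 25 °C, ATP-initiated; medium: MOPS buffer pH 6.5 with MgCl2, DTT, Tween20, BSA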
GalR3 antagonist = blocks the human galanin receptor 3. AID 651719. inhibition, % at 3 µM. O60755. HEK293 GalR3-CNG cAMP membrane potential fluorescence; galR3 body fused to GalR1 C-terminus. 360,000 tested, 0.44% active;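 active means inhibition above the screen-wide average plus 3 SD, cut at about 13% in these data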;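 further: forskolin and galanin both at EC90 stimulate the cells; cAMP rise reported by CNG channel membrane potential dye signal; 0% = forskolin plus galanin with DMSO and 100% = forskolin alone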
Target sequence (O60755 1-299 limits assumed): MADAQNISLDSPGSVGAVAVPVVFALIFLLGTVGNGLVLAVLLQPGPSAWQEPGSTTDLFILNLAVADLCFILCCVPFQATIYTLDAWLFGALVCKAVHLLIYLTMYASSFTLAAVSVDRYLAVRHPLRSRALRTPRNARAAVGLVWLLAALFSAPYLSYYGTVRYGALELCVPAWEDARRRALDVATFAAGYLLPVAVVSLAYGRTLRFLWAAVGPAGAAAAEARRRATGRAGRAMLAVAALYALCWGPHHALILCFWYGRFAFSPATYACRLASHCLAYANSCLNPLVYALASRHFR
MEKK2mut PB1 HTS = signal of MEK5 binding to mutant human MEKK2 PB1 domain | 290,000 tested, 0.35% active | bead flow cytometry, Alexa488-MEK5 binding to MEKK2 mutant | percent response, % at 10 µM | AID 1530; in the data active means percent response above about 24%, passing the limit was not always enough; further: inactives centre near 1; some results filed as inactive read as strong as hits
The depositor's hits bear a star; · = not tested or not shown; [ ] = another dose, or the depositor's remark.

SMILES	FID counter	MEKK3 PB1 HTS	SUMO HTRF inh	CRFR2-BP antag	CRFBP-R2 agonist	MEKK2wt PB1 HTS	HCV NS3 hel inh	GalR3 antagonist	MEKK2mut PB1 HTS
CCOc1ccc(N(CC(=O)Nc2cc(Cl)ccc2C)S(C)(=O)=O)cc1	-18.2	107.0	3.3	-8.9	-0.2	107.0	-6.2	-3.0	13.0
CC(C)N1CC(C(=O)Nc2nc3ccccc3s2)CC1=O (centres undefined)	-11.5	91.0	-7.1	-0.3	-0.3	91.0	7.0	-3.4	-4.0
C=CCSc1nc(N)c2c3c(sc2n1)CN(C)CC3	3.5	104.0	4.7	-8.7	1.6	111.0	-11.9	-13.1	5.0
COc1ccc(C(=O)Nc2ccccc2NC(=O)c2ccco2)cc1OC	-5.3	94.0	-25.4	-10.0	0.0	100.0	-1.6	0.8	-2.0
CN(C)c1ccnc(-n2cccc2/C=N/OCc2cccc(F)c2)c1C#N	-16.7	107.0	12.1	-3.7	-0.1	108.0	-6.7	1.0	4.0
Cc1ccc(N2CCN(S(=O)(=O)c3c(C)noc3C)CC2C)cc1 (centres undefined)	-34.0	100.0	-22.3	6.3	-1.4	100.0	3.9	-7.8	0.0
Cc1cccc(N2CCN(C(c3ccc(N(C)C)cc3)c3nnnn3C(C)(C)C)CC2)c1C (centres undefined)	-4.3	113.0	4.1	-14.3	3.2	107.0	-0.9	-7.3	3.0
Cc1cc(-c2ccccc2)nc(N2CCC(C(=O)NC34CC5CC(CC(C5)C3)C4)CC2)n1	-1.1	98.0	16.2	10.9	-2.9	102.0	-0.8	-4.3	3.0
O=C(/C=C/c1ccco1)N(Cc1ccccc1F)C1CCS(=O)(=O)C1 (centres undefined)	-41.7	101.0	19.4	-1.6	1.7	99.0	21.8	7.8	2.0
O=C1CCC([N+](=O)[O-])C(c2cccc([N+](=O)[O-])c2)N1 (centres undefined)	-0.6	103.0	3.8	2.2	0.1	102.0	7.2	-4.6	7.0
COc1ccc(OCC(O)CN2CCN(CC(O)COc3ccc(OC)cc3)CC2)cc1 (centres undefined)	-8.4	107.0	19.1	15.3	2.7	109.0	-22.6	-4.2	6.0
O=C(O)CCCC(=O)Nc1ccc(Cl)cc1	-6.2	90.0	-10.1	-6.7	-2.1	93.0	4.5	-1.5	-1.0
Cc1cccc2cc(CN(Cc3nnnn3Cc3ccco3)C3CCCC3)c3nnnn3c12	-2.3	111.0	13.4	-12.2	2.8	107.0	-7.3	-5.0	0.0
O=c1c2ccccc2oc2nc3n(c(=O)c12)CCCS3	3.4	107.0	27.7	4.1	-1.0	103.0	-1.6	-6.7	7.0
Cc1cc(OCc2cc(C(=O)NCc3cc(C(C)C)no3)no2)cc(C)c1Cl	-21.1	102.0	9.9	-4.8	2.3	103.0	-3.0	-2.2	0.0
CCOc1ccccc1N1C(=O)CC(Sc2nccc(C)n2)C1=O (centres undefined)	-5.6	104.0	7.6	0.8	-0.1	105.0	-1.3	-7.9	4.0
OC(Cn1nnc2ccccc21)Cn1c(C(F)(F)F)nc2ccccc21 (centres undefined)	-4.8	98.0	-27.1	12.2	7.3	102.0	-0.5	-0.7	2.0
Cc1ccc(N2C(=O)CC(Sc3nccc(C)n3)C2=O)cc1 (centres undefined)	-3.6	100.0	15.0	13.4	-0.1	103.0	-3.0	-9.1	6.0
CC(=O)C1=C(NC(=O)c2ccc(F)cc2)CC2C1C2(C)C (centres undefined)	-2.0	104.0	8.7	1.5	0.7	107.0	2.0	-2.3	3.0
O=C(Oc1cccc(/C=N/Nc2nc(Nc3ccccc3)nc(N3CCOCC3)n2)c1)c1ccco1	-12.2	97.0	-16.6	-33.0	0.7	107.0	-105.0	-4.1	-1.0
COc1ccccc1C(=O)NC1CCN(C(=O)Nc2ccc(C)cc2)CC1	-28.3	103.0	15.9	5.2	-0.8	101.0	-9.7	-8.5	1.0
O=C(NNC(=S)Nc1ccc(F)cc1F)c1ccco1	-3.9	95.0	2.3	-8.0	1.1	102.0	4.0	0.1	5.0
CCCCN(C)C(=O)C1CCN(Cc2cccc(OCc3ccccc3)c2)CC1	11.6	104.0	15.7	-5.6	-1.3	107.0	-28.3	-3.3	15.0
CCCCOC(=O)CCN1C(=O)/C(=C2\SC(=S)N(CCC(=O)OCCCC)C2=O)SC1=S	-2.8	99.0	-0.7	7.1	2.6	82.0	4.4	6.9	13.0
COc1ccccc1CCNC(=O)CC1C(=O)NCCN1CCCc1ccccc1 (centres undefined)	-20.9	109.0	-0.2	7.3	-0.3	138.0*	-39.1	-3.6	26.0*
O=C(CSc1nc2ncc(Cl)cc2[nH]1)NC1CCS(=O)(=O)C1 (centres undefined)	-0.9	93.0	17.2	-4.1	1.4	100.0	-5.1	0.8	-4.0
C=CCn1c(=S)sc2c(=O)[nH]cnc21	0.2	133.0*	20.2	3.0	-1.6	128.0	2.4	-1.4	26.0
CCOP(=O)(OCC)C(NC(=O)c1cc([N+](=O)[O-])cc([N+](=O)[O-])c1)C(F)(F)F (centres undefined)	0.7	88.0	3.4	11.8	-0.4	80.0	-5.0	-7.0	-13.0
Cc1ccc(C)c(CN2C(=O)COc3ccc(C(=O)c4ccccc4C(=O)O)cc32)c1	-30.0	106.0	-15.0	3.1	-4.0	102.0	0.7	-0.1	-2.0
CC(C)NCC(O)COC1C2CC3CC(C2)CC1C3 (centres undefined)	5.0	104.0	-3.4	-9.0	-0.2	106.0	-11.8	-6.7	10.0
CCC(NC(=O)c1cccc(Cn2cc([N+](=O)[O-])cn2)c1)c1ccc(C(C)C)cc1 (centres undefined)	-13.9	94.0	-20.0	3.2	5.4	95.0	-2.6	-7.4	-4.0
CCCCN(C(=O)Cn1nnc2ccccc21)C(C(=O)NCCOC)c1ccc(OC)cc1OC (centres undefined)	·	107.0	-1.5	11.5	-1.6	100.0	·	-3.3	6.0
Cc1nc2cc(NC(=O)N3CC4(C)CC3CC(C)(C)C4)ccc2n1C (centres undefined)	-3.5	2.0*[inhibitor]	5.9	-8.1	-2.2	-2.0*[inhibitor]	-1.9	1.2	-29.0
CC(C)Oc1ccc(C(=O)N/N=C/c2ccc(-c3ccc(S(=O)(=O)Nc4ncccn4)cc3)o2)cc1	-32.2	109.0	17.2	-10.4	0.9	104.0	26.0	-1.8	14.0
CS(=O)(=O)N1CCN(c2ccc(NC(=O)c3ccc(Br)o3)cc2)CC1	1.7	105.0	11.1	-12.2	-0.8	110.0	5.2	-5.0	6.0
CCN1CCN(CCCNC(=O)c2ccc3c(=O)n(CCc4ccccc4)c(=O)[nH]c3c2)CC1	19.5	100.0	6.1	-2.9	-0.8	108.0	-40.6	1.0	-1.0
Cc1noc(C)c1CCC(=O)N1CCCC(N2CCN(c3ccc(F)cc3)CC2)C1 (centres undefined)	-26.4	103.0	11.3	-4.1	-0.2	109.0	-6.0	-1.0	8.0
CCOCCOC(=O)c1[nH]c2c(c1C)C(=O)CC(c1ccc(N(C)C)cc1)C2 (centres undefined)	-11.5	98.0	-16.9	-9.2	-5.0	97.0	-6.6	-0.6	-2.0
CC1CCCCN1S(=O)(=O)c1ccc(S(=O)(=O)N2CCN(c3ccccc3)CC2)cc1 (centres undefined)	-2.0	96.0	21.2	-6.6	-0.3	96.0	-6.4	-5.7	-3.0
CCN1CCN(c2ccc(N=Cc3ccccc3O)cc2)CC1	15.7	105.0	7.6	-14.1	-0.2	107.0	-47.3	-3.6	1.0

MEKK3 PB1 HTS: entries above that show a hit.
compound | MEKK3 PB1 HTS | SUMO HTRF inh | CRFR2-BP antag | CRFBP-R2 agonist | MEKK2wt PB1 HTS | HCV NS3 hel inh | GalR3 antagonist | MEKK2mut PB1 HTS
C=CCn1c(=S)sc2c(=O)[nH]cnc21 | 133.0* | 20.2 | 3.0 | -1.6 | 128.0 | 2.4 | -1.4 | 26.0
Cc1nc2cc(NC(=O)N3CC4(C)CC3CC(C)(C)C4)ccc2n1C (centres undefined) | 2.0*[inhibitor] | 5.9 | -8.1 | -2.2 | -2.0*[inhibitor] | -1.9 | 1.2 | -29.0

2 consecutive compounds out of the list so far:
SMILES	FID counter	MEKK3 PB1 HTS	SUMO HTRF inh	CRFR2-BP antag	CRFBP-R2 agonist	MEKK2wt PB1 HTS	HCV NS3 hel inh	GalR3 antagonist	MEKK2mut PB1 HTS
CC1CCCCN1S(=O)(=O)c1ccc(S(=O)(=O)N2CCN(c3ccccc3)CC2)cc1 (centres undefined)	-2.0	96.0	21.2	-6.6	-0.3	96.0	-6.4	-5.7	-3.0
CCN1CCN(c2ccc(N=Cc3ccccc3O)cc2)CC1	15.7	105.0	7.6	-14.1	-0.2	107.0	-47.3	-3.6	1.0

The listing continues.
SMILES	FID counter	MEKK3 PB1 HTS	SUMO HTRF inh	CRFR2-BP antag	CRFBP-R2 agonist	MEKK2wt PB1 HTS	HCV NS3 hel inh	GalR3 antagonist	MEKK2mut PB1 HTS
COCc1ccc(CN2CCCC(CO)(Cc3ccccc3C)C2)o1 (centres undefined)	6.4	103.0	11.8	-4.4	0.1	92.0	0.9	-7.5	-14.0
Nc1cc(-c2cccc(Br)c2)nn1Cc1ccccc1	3.8	100.0	-15.6	-3.7	0.7	97.0	8.3	-4.4	-2.0
Cc1ccc(-n2c(N)c(-c3nc4ccccc4n3C)sc2=S)cc1	6.5	104.0	-25.8	13.8	-2.4	97.0	15.1	-5.0	-1.0
COc1cc(C)c(NC(=O)Cc2ccsc2)cc1OC	-12.6	101.0	-21.1	7.3	-0.9	97.0	2.9	-8.5	-1.0
Cc1ccccc1NC(=S)NCCc1c[nH]c2ccccc12	-1.7	97.0	-5.5	19.9	-1.2	100.0	4.3	-4.3	-1.0
Cc1ccc2nc(/C(C#N)=C\c3cc(C)n(-c4cccc([N+](=O)[O-])c4)c3C)[nH]c2c1	-6.8	105.0	4.8	-4.5	-2.3	103.0	6.2	-4.8	4.0
COC(=O)C1=C(CSc2nc3ccccc3s2)NC(=O)NC1c1ccc(F)cc1 (centres undefined)	-21.5	93.0	15.5	-29.7	0.6	90.0	-7.3	-1.5	-3.0
O=C(Nc1ccccn1)c1ccc(Cl)c(S(=O)(=O)N2CCOCC2)c1	-9.9	102.0	12.8	11.8	-0.2	107.0	-0.5	-2.4	4.0
O=C(CCS(=O)(=O)c1cc2c(cc1Cl)NC(=O)CO2)NCc1ccc(F)cc1	-1.8	104.0	-1.4	10.2	-1.4	106.0	-3.8	0.1	3.0
Cc1cc(NC(=O)c2cc(C)on2)n(-c2ccccc2)n1	-0.7	74.0*[inhibitor]	1.1	-16.7	3.6	79.0	2.2	-1.2	-4.0
CC(C)CC(O)C1CCN(C(=O)CCc2nnc(-c3ccc4c(c3)OCO4)o2)CC1 (centres undefined)	-46.8	97.0	6.2	-0.2	-0.4	99.0	-4.5	-2.7	-4.0
CC(C)c1cccc(O)c(=O)c1	-4.0	74.0	8.9	17.0	4.7	101.0	3.1	-2.0	2.0
O=C(NNc1c2ccccc2nc2ccccc12)c1cccc(O)c1	7.8	89.0	-7.5	27.2	-2.1	92.0	12.8	-0.8	8.0
O=C(O)CC/C(=N/NC(=O)c1cccs1)c1ccccc1	-2.6	96.0	2.2	5.0	-1.7	92.0	0.3	-3.3	2.0
CCO[C@H]1OC(C(=O)N2CCCCCCC2)=C[C@@H](c2coc3ccccc3c2=O)[C@@H]1CCCO	-39.8	103.0	7.3	-12.0	-2.3	107.0	0.2	-3.4	7.0
O=C(Nc1cccc2ccccc12)N(CCO)C1CCS(=O)(=O)C1 (centres undefined)	3.2	97.0	0.7	24.4	2.6	95.0	0.0	-8.2	-8.0

Screening data as filed in PubChem.

Not all compounds are listed. The share of hits here may be higher or lower than overall.
